CHT block: inhibitors of human choline transporter CHT; 310,000 tested, 0.86% active; B-score at 10 µM; High affinity choline transporter 1 (Homo sapiens), Q9GZV3; CHT-expressing cells, membrane potential dye, choline response; stronger effect = lower value;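 active means B-score over 3 SD under the library average, and starting fluorescence ratio not unusually high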;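 further: choline stimulus applied at its EC90 after an EC20 pre-addition; B-score computed on integrated fluorescence ratio after choline addition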
Target sequence (Q9GZV3 whole entry, looked up): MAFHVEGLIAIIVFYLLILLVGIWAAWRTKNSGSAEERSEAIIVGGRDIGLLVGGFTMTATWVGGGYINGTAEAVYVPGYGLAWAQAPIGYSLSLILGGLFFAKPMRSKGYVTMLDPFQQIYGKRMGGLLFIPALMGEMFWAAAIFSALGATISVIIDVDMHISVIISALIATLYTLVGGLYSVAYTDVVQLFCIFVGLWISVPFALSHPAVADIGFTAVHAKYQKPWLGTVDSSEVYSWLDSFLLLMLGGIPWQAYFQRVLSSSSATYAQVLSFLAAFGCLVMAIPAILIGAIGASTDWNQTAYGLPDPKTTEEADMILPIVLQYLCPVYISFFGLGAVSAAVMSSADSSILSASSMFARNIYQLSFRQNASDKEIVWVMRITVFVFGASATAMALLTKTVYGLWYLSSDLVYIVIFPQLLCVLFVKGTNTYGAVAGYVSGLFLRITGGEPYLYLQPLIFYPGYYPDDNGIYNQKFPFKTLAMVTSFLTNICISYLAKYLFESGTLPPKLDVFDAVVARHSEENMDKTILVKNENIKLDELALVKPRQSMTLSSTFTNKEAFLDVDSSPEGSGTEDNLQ
Kir21 block: inhibitors of mouse Kir2.1 inward-rectifier potassium channel; 310,000 tested, 0.85% active; HEK293-Kir2.1, FluxOR thallium flux fluorescence; stronger effect = lower value; Inward rectifier potassium channel 2 (Mus musculus), P35561; B-score at 10 µM;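 active means fluorescence ratio B-score at or below minus 3 SD of library scores, with starting-brightness B-score within 2 SD, cut at about -4.2 in these data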;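 further: channel flux triggered by added potassium and thallium sulfate stimulus; B-score of peak minus minimum fluorescence over baseline after thallium stimulus; more negative B-score means stronger Kir2.1 block with less thallium influx; some compounds called inactive have numbers as strong as hits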
Target sequence (P35561 whole entry, looked up): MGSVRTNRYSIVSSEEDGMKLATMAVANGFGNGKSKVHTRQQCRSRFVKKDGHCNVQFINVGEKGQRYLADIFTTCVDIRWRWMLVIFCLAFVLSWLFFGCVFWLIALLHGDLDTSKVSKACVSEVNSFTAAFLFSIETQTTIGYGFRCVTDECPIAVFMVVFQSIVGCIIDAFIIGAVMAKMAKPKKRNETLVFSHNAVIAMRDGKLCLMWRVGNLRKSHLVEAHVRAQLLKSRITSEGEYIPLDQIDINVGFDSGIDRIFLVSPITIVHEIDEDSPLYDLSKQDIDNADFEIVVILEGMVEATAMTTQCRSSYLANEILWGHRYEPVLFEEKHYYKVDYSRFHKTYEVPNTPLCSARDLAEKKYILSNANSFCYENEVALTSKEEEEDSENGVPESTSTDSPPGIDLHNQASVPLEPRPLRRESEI
* hit, by the source's call.

How did NC(=O)c1cc(-c2ccccc2)sc1NC(=O)Cc1ccc(S(=O)(=O)N2CCOCC2)s1 do in these assays?
CHT block: inactive; Kir21 block: -0.07

What do the screens show for `CCOC(=O)c1c(NC(=O)CSc2nnc(-c3ccccc3)o2)sc(C(C)=O)c1C`?
CHT block: inactive; Kir21 block: -0.02

Results for CC(C)C(OC(=O)CN1C(=O)c2ccccc2C1=O)C(=O)NC1CCCCC1 (stereo not given) ?
CHT block: inactive; Kir21 block: -0.24

What do the screens show for `O=[N+]([O-])c1cc2c(cc1CN1CCN(CCOCCO)CC1)OCO2`?
CHT block: inactive; Kir21 block: -0.31

Results for COc1ccc(C)cc1Nc1n[n+](-c2ccccc2)c(-c2ccc(C(=O)O)cc2)s1 ?
CHT block: inactive; Kir21 block: 0.5

What do the screens show for `Cc1ccc2nc(-c3cccnc3)c(NC3CCCC3)n2c1`?
CHT block: inactive; Kir21 block: -1.4

What do the screens show for `CC1=C(C#N)C(=O)NC(=O)/C1=C\c1ccc(-c2ccc(C)cc2[N+](=O)[O-])o1`?
Kir21 block: 0.33

How did COCCN(C(=O)COC(=O)CC1CCCCC1)c1c(N)n(Cc2ccccc2)c(=O)[nH]c1=O do in these assays?
CHT block: inactive; Kir21 block: 1.1

How did Cc1ccc(-c2nc3c(Cl)cc(Cl)cc3c(=O)n2O)cc1 do in these assays?
CHT block: -5.5*; Kir21 block: 0.36

Results for CC(C)Cc1[nH]c(=O)c(C#N)c2c1CCCC2 ?
CHT block: inactive; Kir21 block: -0.95

Results for CCc1cccc(C)c1NC(=O)CC(C)(C)CC(=O)O ?
CHT block: inactive; Kir21 block: -0.04

What do the screens show for `O=C(NCCCn1ccnc1)c1cc(-c2ccc(Br)cc2)on1`?
CHT block: inactive; Kir21 block: -0.85

What do the screens show for `O=c1c(Cc2ccc(F)cc2)c(O)ccn1Cc1ccc(F)cc1`?
CHT block: inactive; Kir21 block: -0.25

What do the screens show for `Cc1cccc(N(CC(=O)NCc2ccc(F)cc2)C(=O)c2ccco2)c1`?
CHT block: inactive; Kir21 block: -0.74

What do the screens show for `COC(=O)c1c(N)n(-c2ccc(NC(C)=O)cc2)c2nc3ccccc3nc12`?
CHT block: inactive; Kir21 block: 0.37

Results for CCCOC(=O)Nc1ccc(C(N)=O)cc1 ?
CHT block: inactive; Kir21 block: -0.97

What do the screens show for `Cc1ccc(C(=O)/C=C/c2ccc3c(c2)OCCO3)c(O)c1`?
CHT block: inactive; Kir21 block: -0.08

What do the screens show for `CCn1cc(CN2CCCC(CNS(=O)(=O)Cc3ccccc3)C2)cn1` (stereo not given)?
CHT block: inactive; Kir21 block: -0.05

Results for c1ccc(C2NCCn3cccc32)cc1 (stereo not given) ?
CHT block: inactive; Kir21 block: 0.84

What do the screens show for `CC(=O)Nc1ccc(S(=O)(=O)N2CCN(c3cccc(C)c3C)CC2)cc1`?
CHT block: inactive; Kir21 block: -0.28

How did O=C(c1ccco1)N1CCN(S(=O)(=O)c2cccs2)CC1 do in these assays?
CHT block: inactive; Kir21 block: -2.5

Results for O=C(COc1ccc(Cl)cc1)NCc1ccc(F)cc1 ?
CHT block: inactive; Kir21 block: 0.49

Results for COc1ccc(CCNC(=O)CS(=O)(=O)c2cn(CC(=O)N3CCOCC3)c3ccccc23)cc1OC ?
CHT block: inactive; Kir21 block: 0.2

Results for COc1ccc(C2C(C#N)=C(/N=C/N3CCN(C)CC3)OC3=C2C(=O)CC(C)(C)C3)cc1OC (stereo not given) ?
CHT block: inactive; Kir21 block: 0.28

Results for COc1ccc(-n2nc3ccccc3n2)cc1 ?
CHT block: inactive; Kir21 block: -0.02

What do the screens show for `Cc1cc(C)n2nc(SCC(N)=O)nc2n1`?
CHT block: inactive; Kir21 block: -0.4

Results for CCOC(=O)c1[nH]c(=O)[nH]c1CSc1nc(C)cc(C)n1 ?
CHT block: inactive; Kir21 block: -1.4

What do the screens show for `Cc1c(NS(=O)(=O)c2ccc3c(c2)OCCO3)cccc1-c1nc2cccnc2s1`?
CHT block: inactive; Kir21 block: -3.9

What do the screens show for `O=C(NCCCN1CCCC1=O)C1CCCO1` (stereo not given)?
CHT block: inactive; Kir21 block: -2.5

What do the screens show for `CCCCn1c(NCc2ccc3c(c2)OCO3)nc2ccccc21`?
CHT block: -7.3*; Kir21 block: -0.92

How did COc1ccc(NS(=O)(=O)c2ccc(NC(=O)C(C)(C(F)(F)F)C(F)(F)F)cc2)nn1 do in these assays?
CHT block: inactive; Kir21 block: 0

What do the screens show for `Cc1csc(=O)n1CC(=O)OCc1nnc(-c2ccc(Cl)cc2)o1`?
CHT block: inactive; Kir21 block: 0.75

How did O=c1[nH]c2ccc(Cl)cc2c(-c2ccccc2)c1SC(=S)N1CCOCC1 do in these assays?
CHT block: inactive; Kir21 block: -1.4

Results for CCCn1c(C)cc(C(=O)COC(=O)c2ccc[nH]c2=O)c1C ?
CHT block: inactive; Kir21 block: 0.95

How did c1ccc(CN2CCN(c3ncnc4c3[nH]c3ccccc34)CC2)cc1 do in these assays?
CHT block: inactive; Kir21 block: -0.57

What do the screens show for `O=C(Nc1ccc(F)cc1)c1ccc(S(=O)(=O)NCC2CCCO2)cc1` (stereo not given)?
CHT block: inactive; Kir21 block: -0.26

Results for CCn1c(SCC(=O)NCc2ccccc2)nnc1C(CO)NC(=O)c1ccccc1 (stereo not given) ?
CHT block: inactive; Kir21 block: -1

Results for CCSc1nc2ccccc2n1CC(=O)O ?
CHT block: inactive; Kir21 block: -1

Results for CCNC(=O)N(C(=O)NCC)n1c(C)nnc1C ?
CHT block: inactive; Kir21 block: -0.06

How did Cc1ccc(C)c(Nc2c([N+](=O)[O-])cc(C(=O)N3CC(=O)Nc4ccccc43)cc2[N+](=O)[O-])c1 do in these assays?
CHT block: -5.9*; Kir21 block: 0.32

How did COc1cccc(NC(=O)c2ccc(NC(=O)C(C)C)cc2)c1 do in these assays?
CHT block: inactive; Kir21 block: 0.35

Results for Cc1cc(C)n(CCN(C)C(=O)CCc2nnc(CCC3CCCCC3)o2)n1 ?
CHT block: inactive; Kir21 block: 2.8

How did CN(CCOc1ccc(Cl)cc1)C(=O)C1CCN(C(=O)c2ccc(Cl)cc2)CC1 do in these assays?
CHT block: inactive; Kir21 block: -0.5

How did c1ccc2oc(SCc3cn4ccsc4n3)nc2c1 do in these assays?
CHT block: inactive; Kir21 block: -0.83

Results for O=C(NCc1ccc2c(c1)OCO2)C1CCN(S(=O)(=O)N2CCCCC2)CC1 ?
CHT block: inactive; Kir21 block: 1.5

What do the screens show for `Cc1ccccc1C(=O)NCc1nnc(SCC(=O)N2CCN(c3ccccc3)CC2)n1C`?
CHT block: inactive; Kir21 block: 0.02

Results for COc1ccc(S(=O)(=O)NNC(=O)C23CC4CC(CC(C4)C2)C3)cc1 ?
CHT block: inactive; Kir21 block: 0.04

How did CC(C)C12CN3CC(C(C)C)(CN(C1)C3c1ccc3c(c1)OCO3)C2=O (stereo not given) do in these assays?
CHT block: inactive; Kir21 block: -0.3

What do the screens show for `Cc1ccc(C(=O)NCCc2n[nH]c(=S)n2C)cc1`?
CHT block: inactive; Kir21 block: -0.53

Results for O=C(CN(CC1CCCO1)C(=O)CNS(=O)(=O)c1ccc(F)cc1)NC1CCCCC1 (stereo not given) ?
CHT block: inactive; Kir21 block: -0.69

What do the screens show for `CCN(CC(=O)Nc1cc(Cl)ccc1C)C(=O)Cn1c(=O)cnc2ccccc21`?
CHT block: inactive; Kir21 block: -0.02

Results for Cc1cc(C)c2c(c1)C(=O)/C(=C/c1ccc(C(=O)O)cc1)CC2 ?
CHT block: inactive; Kir21 block: 0.5

How did O=C1CC(C(=O)Nc2cccc3ccccc23)C2(CCCC2)O1 (stereo not given) do in these assays?
CHT block: inactive; Kir21 block: -2.1

Results for Cc1ccc(C(c2nnnn2CS(=O)(=O)c2ccc(C)cc2)N2CCN(c3ncccn3)CC2)cc1 (stereo not given) ?
CHT block: inactive; Kir21 block: -0.1

What do the screens show for `O=C(CNC(=S)N(CCCN1CCOCC1)Cc1cccs1)NCc1ccc(Cl)cc1`?
CHT block: inactive; Kir21 block: -2

What do the screens show for `CCC(C(=O)Nc1ccc(C(=O)Nc2ccccc2C(=O)O)cc1)c1ccccc1` (stereo not given)?
CHT block: inactive; Kir21 block: 0.47

What do the screens show for `Cc1ccc(C)n1-c1sc2c(c1C#N)CCC(C)C2` (stereo not given)?
CHT block: inactive; Kir21 block: 0.95

How did CCOC(=O)C1CCCN(C(=O)C2CCN(S(=O)(=O)c3c(C)noc3/C=C/c3ccccc3F)CC2)C1 (stereo not given) do in these assays?
CHT block: inactive; Kir21 block: 2.7

What do the screens show for `O=C(CCSc1nc(-c2ccc3c(c2)OCO3)cc(C(F)(F)F)n1)NCc1ccco1`?
CHT block: inactive; Kir21 block: 0.22

How did COc1ccc(CN(C)CC(O)COC(c2ccc(OC)cc2)c2ccc(OC)cc2)cc1 (stereo not given) do in these assays?
CHT block: inactive; Kir21 block: -8.7*

Results for O=C(NCCN1CCCC1)C(c1ccccc1)c1ccccc1 ?
CHT block: inactive; Kir21 block: -0.55

What do the screens show for `CCOC(=O)C1=C(CN2CCN(c3ccc(F)cc3)CC2)NC(=O)NC1c1cccs1` (stereo not given)?
CHT block: inactive; Kir21 block: -0.04

Results for CSc1ccc(S(=O)(=O)Nc2ccc(NC(C)=O)cc2)cc1 ?
CHT block: inactive; Kir21 block: 0.69

Results for Cc1nn(CCC(=O)O)c2nc(-c3cccnc3)cc(C(F)(F)F)c12 ?
CHT block: inactive; Kir21 block: -0.91

How did CCCc1oc(C(=O)O)cc1CN do in these assays?
CHT block: inactive; Kir21 block: 0.86

Results for CC1=CS(=O)(=O)CC1SC(=S)N(C)C1CCS(=O)(=O)C1 (stereo not given) ?
CHT block: inactive; Kir21 block: 0.67

Results for CO/N=C/NC(=O)c1c(OC)ccnc1Oc1ccc(F)cc1 ?
CHT block: inactive; Kir21 block: -0.09

Results for COc1cc(C(=O)O[C@H]2C/C(C)=C/CC[C@]3(C)O[C@@H]3C(O)C2C(C)C)cc(OC)c1OC (stereo not given in full) ?
CHT block: inactive; Kir21 block: 0.05

How did COc1ccc(Cn2c(S(=O)(=O)CC(N)=O)nc3ccccc32)cc1[N+](=O)[O-] do in these assays?
CHT block: inactive; Kir21 block: -0.25

How did O=C(Nc1ccc(Cl)cc1)C1C2CCCCC21 (stereo not given) do in these assays?
CHT block: inactive; Kir21 block: -0.83

What do the screens show for `COc1cccc(CNS(=O)(=O)c2ccc3c(c2)C(C)(C)C(=O)N3C)c1`?
CHT block: inactive; Kir21 block: 0.12

What do the screens show for `Cc1cccc(CCNC(=O)CCS(=O)(=O)c2ccc3nc(C)sc3c2)c1`?
CHT block: inactive; Kir21 block: -0.57

How did O=c1[nH]c(=O)n(Cc2ccccc2)c2nc(-c3ccc(Oc4ccc(F)cc4)c([N+](=O)[O-])c3)n(CCO)c12 do in these assays?
CHT block: inactive; Kir21 block: -0.26

How did CC(=O)N1CCN(C(=O)CCc2c[nH]c3ccccc23)CC1 do in these assays?
CHT block: inactive; Kir21 block: -0.07

What do the screens show for `COc1ccc(C2CC(c3ccc(Br)cc3)=NN2C(=O)CCC(=O)O)cc1OC` (stereo not given)?
CHT block: inactive; Kir21 block: 0.63

How did Cc1cc(C)cc(Nc2nc3ccccc3c(=O)[nH]2)c1 do in these assays?
CHT block: inactive; Kir21 block: -1.3

How did CCC(=O)NC(=S)Nc1cc(C(=O)O)ccc1OC do in these assays?
CHT block: inactive; Kir21 block: 0.85

What do the screens show for `COCCN(C(=O)CSc1nc2nc(C)cc(C)n2n1)c1c(N)n(Cc2ccccc2)c(=O)[nH]c1=O`?
CHT block: inactive; Kir21 block: 0.59

What do the screens show for `CCOC(=O)N1CCN(C(=O)c2cccn3c(=O)c4cc(Br)ccc4nc23)CC1`?
CHT block: inactive; Kir21 block: -1.3

Results for O=C(Nc1cc(Cl)cc(Cl)c1)C1CCC(=O)N1Cc1ccccc1Cl (stereo not given) ?
CHT block: inactive; Kir21 block: 1.6

What do the screens show for `COC(=O)C1CCN(C(=O)COC(=O)c2cccc(NS(=O)(=O)c3ccccc3)c2)CC1`?
CHT block: inactive; Kir21 block: -0.07

What do the screens show for `CCCN1CCC(=O)N([C@H](CSc2ccc(Br)cc2)Cc2ccccc2)CC1`?
CHT block: inactive; Kir21 block: -0.01

Structural class: those above containing a COOH group.
Results for COc1ccc(C)cc1Nc1n[n+](-c2ccccc2)c(-c2ccc(C(=O)O)cc2)s1 ?
CHT block: inactive; Kir21 block: 0.5

Results for CCc1cccc(C)c1NC(=O)CC(C)(C)CC(=O)O ?
CHT block: inactive; Kir21 block: -0.04

Results for CCSc1nc2ccccc2n1CC(=O)O ?
CHT block: inactive; Kir21 block: -1

Results for Cc1cc(C)c2c(c1)C(=O)/C(=C/c1ccc(C(=O)O)cc1)CC2 ?
CHT block: inactive; Kir21 block: 0.5

What do the screens show for `CCC(C(=O)Nc1ccc(C(=O)Nc2ccccc2C(=O)O)cc1)c1ccccc1` (stereo not given)?
CHT block: inactive; Kir21 block: 0.47

Results for Cc1nn(CCC(=O)O)c2nc(-c3cccnc3)cc(C(F)(F)F)c12 ?
CHT block: inactive; Kir21 block: -0.91

How did CCCc1oc(C(=O)O)cc1CN do in these assays?
CHT block: inactive; Kir21 block: 0.86

What do the screens show for `COc1ccc(C2CC(c3ccc(Br)cc3)=NN2C(=O)CCC(=O)O)cc1OC` (stereo not given)?
CHT block: inactive; Kir21 block: 0.63

How did CCC(=O)NC(=S)Nc1cc(C(=O)O)ccc1OC do in these assays?
CHT block: inactive; Kir21 block: 0.85
